# ATXN viability = Viability Counterscreen for Primary qHTS for Inhibitors of ATXN expression; AID 651635, 2014; Potency, µM (highest dose often 56.7 µM), actives largely listed as cytotoxic; 400,000 tested, 0.49% active; S2 cells (HEK-293 line with an ATXN2-luciferase reporter) viability, CellTiter-Fluor protease fluorescence, 24 h; note: potency is the fitted concentration of half-maximal effect; nearly all actives have a fitted effect of over 40% in size
# Akt phos inh = HTS Assay for Inhibitors of Akt Phophorylation: Primary Screen; Neuro2A IGF-stimulated pAkt S473 HTRF, 20 min; hits give low values; activity change, % for hits at 50 µM; 360,000 tested, 0.32% active; in the data active = activity change below about -80%; inconclusive = mostly about -51% to -80%; note: % is set by controls: 0 for no effect and ±100 for the full control effect
#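 Single-point screen (50 µM final compound) in Neuro2A cells stimulated 20 min with 6 nM IGF at 37 deg C. After lysis, Ser473-phosphorylated Akt read by HTRF (ex 330 nm, em 615/665 nm) as the 665/615 ratio.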
# CCT chaperon mod = High-Throughput Screening for Modulators of Cytosolic Chaperonin Activity. activity change, % (test concentration not listed), hits read low. 360,000 tested, 0.3% active. purified chaperonin ATPase assay, HTRF ADP detection, 30 min; in the data active = activity change below about -30%; note: % is set by controls: 0 for no effect and ±100 for the full control effect
#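 TRiC (40 or 20 nM final, by batch activity) in 30 mM Tris pH 7.4, 100 mM KCl, 5 mM MgCl2, 1 mM DTT was treated with compound at 76 uM single dose, then 10 uM ATP, 30 min at 37 °C. ADP was read by HTRF Transcreener.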
# A549 viability = Nrf2 qHTS screen for inhibitors: counterscreen for cytotoxicity; A549 ARE-Fluc cells, CellTiter-Fluor viability, 18-24 h; Potency, µM (doses to about 46 µM), for inactives: top-dose activity change, negative = cytotoxicity, usual class: inhibitors; 390,000 tested, 0.16% active; AID 504648, 2011; note: potency is the fitted concentration of half-maximal effect; % is set by controls: 0 for no effect and ±100 for the full control effect
#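 Cytotoxicity counterscreen: CellTiter-Fluor fluorescence was measured in A549 ARE_Fluc cells after 18-24 h of compound exposure in a concentration series. The subsequent BugLite luminescent read reports ARE-luciferase activity.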
# Nrf2 inh = Nrf2 qHTS screen for inhibitors. A549 ARE-Fluc reporter, luciferase luminescence, 18-24 h. Potency, µM (series often up to 46 µM), inactives show top-dose activity change, negative = inhibition, most hits filed as inhibitors. 360,000 tested, 2.1% active. AID 504444, 2011; note: potency is the fitted concentration of half-maximal effect; % is set by controls: 0 for no effect and ±100 for the full control effect; nearly all actives have a fitted effect of over 60% in size
#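 Reporter: ARE-Fluc in A549. Exposure: 18-24 h, 37 °C, 5% CO2, 5% FBS OPTI-MEM. Readouts: fluorescent cytotoxicity (CellTiter-Fluor), then luminescent Nrf2 signal after BugLite.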
# MmCpn inh = Inhibitors of TCP-1 ring complex (TRiC) of Methanococcus maripaludis (MmCpn): qHTS; Chaperonin Mm-Cpn (Methanococcus maripaludis); purified Mm-Cpn ATPase, ADP Transcreener TR-FRET; Potency, µM (series often up to 76.9 µM), for inactives: at the highest dose activity, negative = inhibition, most hits filed as inhibitors; 330,000 tested, 0.031% active; AID 504842, 2011; note: potency is the fitted concentration of half-maximal effect; % is set by controls: 0 for no effect and ±100 for the full control effect; nearly all actives have a fitted effect of over 80% in size
#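 TR-FRET (320 nm excitation; 590 and 665 nm emission) reports ADP made from 10 uM ATP by 25 nM enzyme; compounds were preincubated 10 min, reaction run 30 min, both at 37°C.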
# TGFb inhibitor = qHTS for Inhibitors of TGF-b; HepG2 CAGA-GFP TGF-b/SMAD3 reporter, GFP fluorescence, 18 h; TGF-beta stimulated, 500 pg/mL final; Potency, µM (doses to about 46.1 µM), for inactives: at the highest dose activity, negative = inhibition, usual class: inhibitors; 410,000 tested, 1.2% active; note: potency is the fitted concentration of half-maximal effect; % is set by controls: 0 for no effect and ±100 for the full control effect; nearly all actives have a fitted effect of over 65% in size
#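 HEPG2 CAGA-GFP reporter cells (1000/well, DMEM with 1% FBS) received compounds, then recombinant TGF-beta at 500 pg/mL final for 18 hours at 37 degrees C. Per-cell GFP summed per well was normalised to unstimulated and stimulated DMSO controls before curve fitting.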
# HepG2 tox = qHTS for Inhibitors of TGF-b: Cytotox Counterscreen | HepG2 CAGA-GFP viability, ATP luminescence, 18 h | Potency, µM (series often up to 46.1 µM), for the others: at the top dose activity change, negative = cytotoxicity, most hits filed as cytotoxic | 410,000 tested, 0.76% active | AID 588856, 2011; note: potency is the fitted concentration of half-maximal effect; some results filed as inactive show a strong effect at the top dose
#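 HepG2 CAGA-GFP cells (1000/well, DMEM with 1% FBS) received compound, then TGF-beta at 500 pg/mL final, and were incubated 18 hours at 37 degrees C. Viability was read by CellTiter-Glo luminescence. Media-only wells were set as complete cell-killing and DMSO as no toxicity.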
# Nrf2 activator = qHTS of Nrf2 Activators; AREc32 ARE-luciferase reporter (MCF7-derived line), luminescence, 24 h; Potency, µM (top dose mostly 46.1 µM), for inactives: at the highest dose activation, most hits filed as activators; 410,000 tested, 0.31% active; note: potency is the fitted concentration of half-maximal effect; % of control where 0% means no effect; nearly all actives have a fitted effect of over 65% in size
#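 Luminescent ARE reporter assay in AREc32_Fluc cells: overnight plating at 37 deg C, 24 hr compound incubation, Steady-Glo added, 30 min RT before reading.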
# * hit, by the source's call; i = inactive; u = inconclusive; x = not tested or not shown; & = joins results of further samples; [ ] = remark or other dose. Unless noted, calls come from the whole dose curve; as a rule, active = well fitted curve in the direction sought with a large enough effect; inconclusive = small, poorly fitted or top-dose-only effect, or another doubt; inactive = no such curve, though single readings can be large; an effect the other way counts as inactive or inconclusive.
# Values run as follows: ATXN viability | Akt phos inh | CCT chaperon mod | A549 viability | Nrf2 inh | MmCpn inh | TGFb inhibitor | HepG2 tox | Nrf2 activator
1: CC(C)(C)OC(=O)N(CCc1ccccc1)Cc1ccccc1OCc1cccc(NC(=O)/C=C/c2ccccc2)c1
    i | i | -1.2 | -1% | u | x | -10% | 2% | 2.8%
2: O=C(Nc1ccc(Oc2ccccc2)nc1)C1CCN(Cc2cccc(F)c2)CC1
    i | i | 1.5 | u | 18µM* | 1% | -30% | -24% | 2.4%
3: O=C(Nc1ccccc1Br)c1ccc(OC(=S)N2CCOCC2)cc1
    i | i | -4.4 | -7% | 1% | -16% | 1% | -2% | 2.0%
4: Cc1ccccc1CC(=O)N1CCC(CCC(=O)NC2CC2)CC1
    u | i | 0.3 | x | x | x | 3% | -11% | -0.5%
5: C=CCOC(=O)C1=C(C)NC(=O)NC1c1cn(-c2ccccc2)nc1-c1cccs1 (stereo not drawn)
    u | i | -0.7 | u | u | -5% | -28% | -6% | 0.2%
6: COc1ccc(C(=O)Nc2nc3c(s2)Cc2c(Br)ccc(OC)c2-3)cc1OC
    i | x | x | 1% | -4% | x | -6% | -24% | 1.0%
7: CC(=O)Nc1cccc(NC(=O)C(=O)NCCc2sc(-c3ccccc3)nc2C)c1
    x | x | x | 3% | x | x | -27% | -44% | 0.7%
8: Cc1nc(N)sc1C(=O)N/N=C/c1ccco1
    i | i | -3.0 | -1% | 21% | 1% | 6% | -9% | 18%
9: CCOC(=O)c1c(C)[nH]c(C(=O)OCc2csc(CC(=O)Nc3ccccc3C)n2)c1C
    i | i | -0.2 | -11% | -17% | -7% | 0% | -44% | 2.3%
10: CC(C)n1nnnc1SCC(=O)N1CCN(Cc2ccc3c(c2)OCCO3)CC1
    i | i | -2.7 | -9% | -19% | -1% | -7% | -1% | -0.5%
11: CC(C)CCNC(=O)C(C)N(C(=O)Cn1nnc(-c2ccc(F)cc2)n1)C1CCCC1 (stereo not drawn)
    i | i | -2.4 | -4% | u | 1% | -9% | 3% | 0.3%
12: CC1(NC(=O)C2CCCCC2)CCS(=O)(=O)C1 (stereo not drawn)
    i | i | 0.2 | -7% | 1% | 3% | 24% | 12% | -0.9%
13: CCN(CC(=O)NCc1ccc(Cl)cc1)C(=O)c1cnc(Cl)c(Cl)c1
    i | i | 0.0 | -4% | 3% | 0% | -5% | -14% | -0.9%
14: O=C(NC1CC1)c1nc2c(nnn2Cc2ccccc2Cl)c(=O)[nH]1
    i | i | 1.4 | 3% | -7% | 0% | 7% | -23% | 0.2%
15: Cc1oc(-c2ccccc2Cl)nc1CN1CCCC1c1ccc(F)cc1 (stereo not drawn)
    i | i | -3.1 | 0% | 3% | -1% | -23% | -55% | 5.8%
16: CCCOc1ccc(F)cc1-c1cc(C(=O)NCc2cccc(Cl)c2)[nH]n1
    i | i | -0.3 | x | x | x | u | -18% | -1.1%
17: O=C(NCc1ccc(F)cc1F)[C@@H]1CCCN1C(=O)[C@@H]1CCCN1C(=O)c1cccc2ccccc12
    u | i | 0.4 | x | x | x | x | x | -0.1%
18: Cc1nn(-c2ccccc2)c(C)c1C(=O)OCC(=O)NC12CC3CC(CC(C3)C1)C2
    i | i | -2.8 | 0% | -2% | -1% | -7% | -13% | 5.7%
19: C=CCN1C(=O)c2ccc(C(=O)N(CCC)CC(=O)Nc3ccccc3C)cc2C1=O
    i | i | -0.5 | 0% | 20% | -3% | 2% | 2% | 0.1%
20: COC(=O)CN1C(=O)N(c2ccccc2)C(N(O)C(=O)Nc2ccccc2)C1(C)C (stereo not drawn)
    i | i | -4.4 | -15% | 8% | -2% | -10% | 2% | -1.0%
21: NS(=O)(=O)c1ccc(N2CCCC2=O)c([N+](=O)[O-])c1
    i | i | 0.9 | -1% | 12% | 2% | 0% | 0% | 0.0%
22: CCC(C)C(NC(=O)c1ccccc1)C(=O)Nc1ccc(S(=O)(=O)Nc2cc(C)nc(C)n2)cc1 (stereo not drawn)
    i | i | -0.4 | 2% | -3% | -3% | 1% | -45% | -0.5%
23: COCCN(CCOC)S(=O)(=O)c1ccc(NC(=O)c2cnccn2)cc1
    u | i | -2.0 | -4% | 0% | -4% | 3% | -4% | 0.4%
24: CCOc1cccc(C(c2c(C)n(C)n(-c3ccccc3)c2=O)c2c(C)n(C)n(-c3ccccc3)c2=O)c1OC
    i | i | 0.0 | -18%&-1% | -22%&7% | 1% | -19%&10% | -9%&15% | -0.7%&-0.5%
25: O=C(Nc1ccc(N2CCOCC2)c(Cl)c1)c1ncn[nH]1
    i | i | -2.9 | -3% | -19% | 3% | 2% | -2% | -0.1%
26: O=C(Nc1cccc2ccccc12)c1ccc(OC(=S)N2CCOCC2)cc1
    i | i | -1.7 | -14% | -18% | -1% | u | 9% | 10%
27: COc1ccccc1N1CC(C(=O)OCC(=O)Nc2c(C)cccc2C)CC1=O (stereo not drawn)
    i | i | -3.2 | -3% | 0% | 0% | 1% | 4% | 0.3%
28: O=C(OC1CCOC1=O)c1ccc(CO)cc1 (stereo not drawn)
    i | i | -1.2 | 2% | -2% | 0% | -18% | -4% | -1.0%
29: O=C(NCc1ccccn1)C1Nc2ccc(OC(F)(F)F)cc2C2C=CCC12 (stereo not drawn)
    u | i | 1.7 | 3% | u | x | u | -66% | 3.8%
30: C=CCOC(=O)C(C#N)c1nc2ccccc2nc1N1CCN(c2ccccc2OC)CC1 (stereo not drawn)
    i | i | -3.0 | -9% | -9% | -1% | -12% | 6% | -0.1%

# Next section:
# Values run as follows: ATXN viability | Akt phos inh | CCT chaperon mod | A549 viability | Nrf2 inh | MmCpn inh | TGFb inhibitor | HepG2 tox | Nrf2 activator
31: COc1ccc(C)cc1S(=O)(=O)N(CC(=O)NC1CCCC1)c1ccc(F)cc1
    i | i | -0.7 | -14% | u | 1% | 18% | -16% | 1.4%
32: Cc1nc(CCNC(=O)c2cccs2)cs1
    i | i | -2.7 | 1% | 4% | 3% | u | 6% | 0.3%
33: Cc1ccc(NC(=O)CN(C)C(=O)Cn2nnc(-c3ccccc3C)n2)cc1
    i | i | -1.7 | -11% | u | -1% | -3% | -30% | -0.4%
34: COC(CNC(=O)Cn1nc(Cc2ccncc2)c2ccccc2c1=O)OC
    i | i | -5.3 | 16% | 2% | 1% | -6% | -23% | -0.7%
35: Cc1ncc(CN2CCC(N3CCC(C(=O)N4CCCC4)CC3)CC2)s1
    i | i | -0.2 | 0% | 7% | 1% | 8% | 12% | 0.3%
36: Cn1c(=O)cc(SCC(=O)N2CCN(c3ccccc3F)CC2)c2ccccc21
    u | x | x | 3% | -29% | x | 107%[activator] | 50% | 15%
37: CC(=O)c1c(C)[nH]c(C(=O)CN2C(=O)NC3(CCCCC3C)C2=O)c1C (stereo not drawn)
    i | i | 1.4 | 2% | u | 2% | u | -2% | 1.7%
38: CC1(C(=O)O)CCCN(C(=O)/C=C/c2ccccc2)C1 (stereo not drawn)
    i | i | -0.6 | x | x | x | 6% | 0% | 0.8%[9.22 µM]
39: COc1cc(C(=O)Nc2ccc(NC(C)=O)cc2)ccc1OCc1ccccc1
    i | i | 0.8 | 7% | 0% | 0% | 0% | -10% | 0.0%
40: COc1ccc(OC)c(S(=O)(=O)N/N=C(/C)c2ccc3c(c2)OCO3)c1
    i | i | -0.4 | -9% | -3% | 1% | 0% | 0% | -0.4%
41: O=S(=O)(NCCc1csc2nc(-c3ccc(Cl)cc3)nn12)c1ccc2c(c1)OCCO2
    x | x | x | -22% | x | x | -27% | -20% | 18%
42: CC(=O)c1cccc(NC(=O)C2Cc3c(-c4cccc(C(N)=O)c4)ccnc3O2)c1 (stereo not drawn)
    i | i | -0.4 | x | x | x | 40% | -29% | 7.1%

# Molecules shown so far that have an aryl methoxy group, in the order listed:
# Values run as follows: ATXN viability | Akt phos inh | CCT chaperon mod | A549 viability | Nrf2 inh | MmCpn inh | TGFb inhibitor | HepG2 tox | Nrf2 activator
6: COc1ccc(C(=O)Nc2nc3c(s2)Cc2c(Br)ccc(OC)c2-3)cc1OC
    i | x | x | 1% | -4% | x | -6% | -24% | 1.0%
24: CCOc1cccc(C(c2c(C)n(C)n(-c3ccccc3)c2=O)c2c(C)n(C)n(-c3ccccc3)c2=O)c1OC
    i | i | 0.0 | -18%&-1% | -22%&7% | 1% | -19%&10% | -9%&15% | -0.7%&-0.5%
27: COc1ccccc1N1CC(C(=O)OCC(=O)Nc2c(C)cccc2C)CC1=O (stereo not drawn)
    i | i | -3.2 | -3% | 0% | 0% | 1% | 4% | 0.3%
30: C=CCOC(=O)C(C#N)c1nc2ccccc2nc1N1CCN(c2ccccc2OC)CC1 (stereo not drawn)
    i | i | -3.0 | -9% | -9% | -1% | -12% | 6% | -0.1%
31: COc1ccc(C)cc1S(=O)(=O)N(CC(=O)NC1CCCC1)c1ccc(F)cc1
    i | i | -0.7 | -14% | u | 1% | 18% | -16% | 1.4%
39: COc1cc(C(=O)Nc2ccc(NC(C)=O)cc2)ccc1OCc1ccccc1
    i | i | 0.8 | 7% | 0% | 0% | 0% | -10% | 0.0%
40: COc1ccc(OC)c(S(=O)(=O)N/N=C(/C)c2ccc3c(c2)OCO3)c1
    i | i | -0.4 | -9% | -3% | 1% | 0% | 0% | -0.4%

# Screening results deposited in PubChem BioAssay by National Center for Advancing Translational Sciences (NCATS).

# Compounds were not picked by outcome; any-hit rate near 4.4%.
